Bioassay records deposited in PubChem by Sanford-Burnham Center for Chemical Genomics.
Hsp70 inhibitors: small molecules displacing fluorescent ligand from Hsp70 – biochemical, fluorescence polarization, primary screen (AID 583); 140,000 tested, 0.06% active; one-dose displacement, % at 20 µM; IC50 in µM for titrated hits; Hsp70 fluorescence polarization probe displacement, mP; higher % means a stronger effect; in the data active = displacement above about 50%;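 note: plate controls were vehicle for no effect and reference ligand for full effect; a part of the inactive calls stands beside numbers as strong as those of hits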
Rat MKP-3 inhibitors: inhibition of rat DUSP6 enzyme activity – biochemical, in vitro, primary screen (AID 425). recombinant MKP-3 phosphatase activity, fluorescence; higher % means a stronger effect. one-dose inhibition, % at 20 µM; IC50 in µM for titrated hits. 110,000 tested, 0.17% active; in the data active = inhibition above about 50%;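 note: plate controls were vehicle for no effect and reference inhibitor for full effect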
Active calls of the source: *; . = not tested or not shown; & = joins results of further samples.

SMILES,Hsp70 inhibitors,Rat MKP-3 inhibitors
O=C1NN(c2ccc(Cl)cc2)C(=O)/C1=C\c1ccc(-c2ccc(Cl)c(C(=O)O)c2)o1,13.6%,-2.5%
O=C(O)C1CCCCC1C(=O)Nc1nccs1 (centres undefined),-0.1%&3.5%,-14.2%&0.8%
O=C(O)CC(Cn1[nH]nnc1=S)c1ccccc1 (centres undefined),4.4%,.
Cn1cc(SCC(=O)O)c2ccccc21,2.7%,.
N#Cc1c(N)nc2c(c1-c1ccc3c(c1)OCO3)CCCCC2,1.0%,-0.9%
O=C(CCCN1C(=O)c2ccccc2C1=O)N1CCCCC1,6.5%,.
C=C(C)Cn1c(-c2ccc(OC)cc2)nc2ccccc21,-1.6%,0.1%
CC(NC(=O)c1cccs1)C(c1cccs1)N1CCN(c2ccccc2)CC1 (centres undefined),0.7%,.
O=C(NCCN1CCCC1=O)c1ccccc1,-1.6%,2.5%
COc1ccc(CC(=O)Nc2ccc(-c3noc(-c4ccc(Cl)cc4)n3)cc2)cc1,8.0%,.
Cc1ccc(OCCN2C(=O)c3ccccc3C2=O)c(C)c1,3.1%,-4.8%
CCOC(=O)N1CCN(S(=O)(=O)c2ccc3c(c2)SCC(=O)N3)CC1,3.9%,0.9%
Cc1ccc(C(=O)COc2cccc(NC(=O)c3ccco3)c2)cc1,4.9%,2.9%
O=C(NCc1cccnc1)c1ccc(NC(=O)c2ccco2)cc1,-1.0%,.
O=C(COc1ncnc2ccccc12)N1CCN(C(=O)c2ccco2)CC1,1.6%,2.5%
O=C(CN1C(=O)CCSc2ccccc21)Nc1ccc(F)cc1,-3.8%,0.4%
COCCn1c(SCc2nnc(-c3ccc(OC)c(OC)c3)o2)nc2sc3c(c2c1=O)CCC3,-0.3%,.
CCc1c(C)sc(NC(=O)c2cccs2)c1C(=O)OC,-2.2%,-0.3%
CC(=O)OC(c1c(F)c(F)c(F)c(F)c1F)c1c(F)c(F)c(F)c(F)c1F,-4.4%,2.2%
COc1cc(/C=C2\SC(=O)NC2=O)cc(OC)c1,-1.8%,-0.2%
O=C(COc1ccccc1Cl)N1CCN(c2ccc([N+](=O)[O-])cc2)CC1,0.0%,1.0%
N/C(=N\c1nc2c(c(=O)[nH]1)CCCC2)Nc1ccc(Oc2ccccc2)cc1,10.4%,.
CC(C)(C)OC(=O)N1CCCC1C(=O)NCCc1ccccc1 (centres undefined),-0.1%,1.9%
O=C(Nc1ccc(-c2nc3ccccc3s2)c(O)c1)c1ccc2c(c1)OCCO2,-3.0%,38.5%
Cc1noc(/C=C/N(C)C)c1S(=O)(=O)N(C)CC(=O)N1CCc2ccccc21,-1.3%,13.6%

Continued.
SMILES,Hsp70 inhibitors,Rat MKP-3 inhibitors
COc1ccc(C(=O)N2CCN(c3nc4ccccc4o3)CC2)cc1OC,3.4%,-2.0%
Cc1ccc(N2C(=O)C(Cl)=C(Nc3ccccc3F)C2=O)c(C)c1,-0.6%,3.5%
COc1ccc(-n2ncc3c(NCc4ccccn4)ncnc32)cc1,0.5%,-1.3%
CCOc1ccc(NC(=O)c2cc3n(n2)C(C(F)(F)F)CC(c2ccco2)N3)cc1 (centres undefined),1.1%,-8.6%
Cc1ccccc1NCN1C(=O)S/C(=C/C=C/c2ccccc2)C1=O,3.7%,-0.3%
Cn1c(=O)c2c(nc(CN3CCCCC3)n2Cc2c(F)cccc2Cl)n(C)c1=O,-4.0%,-9.7%
CCn1c(SCC(=O)NCc2ccccc2)nc2ccccc2c1=O,0.7%,-12.6%
CN1CCc2c(sc3nc(SCC(=O)c4ccccc4)nc(N)c23)C1,-6.9%,3.4%
COc1cc2cc3c(N)c(C(=O)NCc4ccco4)sc3nc2cc1OC,9.1%,-16.2%
O=C(Cc1ccccc1)Nc1nonc1NC(=O)c1ccccc1,1.3%,3.5%
Cc1ccc(C2C(C(=O)c3sc(C)nc3C)=C(O)C(=O)N2CCN(C)C)o1 (centres undefined),-1.1%,-1.8%
Cc1c(/C=N/n2cnnc2)c2ccccc2n1CCOc1ccccc1,2.3%,-4.4%
COc1ccc(-c2ccc(=O)n(Cc3cc(=O)n4ccccc4n3)n2)cc1,0.4%,4.8%
CCOc1ccccc1NS(=O)(=O)c1cccs1,-7.7%,2.9%
O=C(COc1ccc(Br)cc1)Nc1ccc([N+](=O)[O-])cc1,-0.1%,3.2%
Cc1ccc(-c2noc(COc3ccccc3C)n2)cc1,3.5%&-0.6%,-4.7%&0.9%
FC(F)(F)c1cc(/C=C/c2ccccc2)n[nH]1,-5.3%,1.2%
Cn1cc(S(=O)(=O)CC(=O)Nc2ccc3c(c2)OCCO3)c2ccccc21,1.8%,1.9%
CCOC(=O)C1=C(C)NC(=O)NC1c1ccc2c(c1)OCCO2 (centres undefined),10.7%,-10.2%
CCC(C)Nc1nc(SC(C(C)=O)C(C)=O)nc(N(C)C)n1 (centres undefined),3.1%,-1.4%
O=C(O)c1ccc(CN2C(=O)CSC2=S)cc1,2.1%,3.7%
COc1cc(/C=c2\sc3nc4ccccc4n3c2=O)ccc1OCCOc1ccccc1,0.1%,6.5%
CCN(CC)c1ccc(/C=C2\C(=O)NC(=O)N(c3cccc(C)c3)C2=O)c(OC)c1,-11.9%,-3.7%
O=C1c2ccccc2C(=O)C12OC(c1ccc(Br)cc1)C1(C(=O)c3ccccc3C1=O)C2c1ccc(F)cc1 (centres undefined),-4.6%,0.5%
O=C(CSc1nc(Nc2ccccc2)nc(N2CCOCC2)n1)Nc1ccc2c(c1)OCCO2,0.7%,-0.3%

Going on with the list:
SMILES,Hsp70 inhibitors,Rat MKP-3 inhibitors
CCOc1ccc(-n2c(SC(C)C)nc3c(c2=O)SCC3)cc1,-2.8%,-2.6%
CCOC(=O)c1nnn(-c2nn3nnnc3c3ccccc23)c1C,-2.4%,5.7%
Cc1cc(C)cc(C(=O)N2CC(C)OC(C)C2)c1 (centres undefined),1.2%,.
Cn1c(-c2ccc(-c3nc4cnccc4n3C)cc2)nc2cnccc21,1.1%,4.1%
CN(CCNC(=O)C1(O)c2ccccc2NC(=O)N1c1ccccc1)Cc1ccccc1 (centres undefined),-2.0%,4.1%
Nc1ccc(C(=O)N2CCCC2)cc1,5.5%,.
Cc1c(NC(=O)CN2CCN(c3ccccc3)CC2)c(=O)n(-c2ccccc2)n1C,0.7%,.
O=C(Nc1ccc2sccc2c1)c1ccc(Cl)s1,-1.9%,1.9%
COCCNC(=O)c1cc2sc3ccccc3c2s1,-1.1%,-13.0%
CC(NC(=O)c1ccncc1)C(C)(C)C (centres undefined),-3.4%,.
COCCN1C(=O)/C(=C\c2ccc(-c3ccc(Br)cc3)o2)SC1=S,-12.2%,3.0%
c1cncc(-c2nn3c(Cn4nnc5ccccc54)nnc3s2)c1,2.1%,2.5%
CCN(CC)C(=O)c1ccccc1-c1ccccc1C(=O)O,1.5%,-1.2%
COc1cccc(/C=N\n2c(C)nnc2C)c1OC,-5.5%,-5.9%
C/C(=N\O)C1/C(=N/O)CC2C1C2(C)C (centres undefined),.,-2.2%
CCN1CCc2c(C#N)c(N3CCOCC3)nc(N3CCOCC3)c2C1,4.8%,.
CC(C)c1nccn1S(=O)(=O)c1cc(Cl)ccc1Cl,-0.8%,0.6%
COCCNC(=O)c1cc(-c2ccc(Cl)c(Cl)c2)on1,-0.4%,5.8%
C=CCNc1nc(C)c(C(C)=O)cc1C#N,1.5%,.
CCSCCNC(=O)c1cncc(Br)c1,-12.5%,2.6%
O=C1NC(=O)/C(=C\c2ccc(O)cc2)S1,0.6%,2.1%
CCOC(=O)C1=C(C)N(c2ccccc2)C(=O)C1CC(=O)O (centres undefined),1.4%,1.6%
CCOc1ccc(NC(=O)C2CCCN(S(=O)(=O)c3cccc4nsnc34)C2)cc1 (centres undefined),-1.1%,.
O=C(O)CCC(NS(=O)(=O)c1ccc(N2CCCC2=O)cc1)C(=O)O (centres undefined),-1.3%,-9.4%
O=S(=O)(NCCCO)c1ccc2c(c1)Cc1cc(S(=O)(=O)NCCCO)ccc1-2,1.5%&0.2%,-9.8%&-2.3%

Entries listed so far that contain a cyano group:
SMILES,Hsp70 inhibitors,Rat MKP-3 inhibitors
N#Cc1c(N)nc2c(c1-c1ccc3c(c1)OCO3)CCCCC2,1.0%,-0.9%
CCN1CCc2c(C#N)c(N3CCOCC3)nc(N3CCOCC3)c2C1,4.8%,.
C=CCNc1nc(C)c(C(C)=O)cc1C#N,1.5%,.

Next part:
SMILES,Hsp70 inhibitors,Rat MKP-3 inhibitors
CCN(C(=O)COC(=O)c1ccccc1Nc1cccc(C)c1C)C1CCS(=O)(=O)C1 (centres undefined),2.4%,.
CC(C)C(=O)N1c2ccccc2NC2=C(C(=O)CC(c3ccccc3)C2)C1c1ccco1 (centres undefined),3.9%,2.1%
CCN(CC)C(=O)c1sc(NC(=O)c2ccc(C(C)(C)C)cc2)c(C(=O)OC)c1C,-3.2%,1.7%
COc1ccc(CNCc2ccc(Cl)cc2)cc1OC,-7.3%,2.4%
Oc1ccccc1-c1cc(C(F)(F)C(F)F)[nH]n1,3.4%,-5.8%
COc1ccc(N2C(=NC(C)=O)SC3CS(=O)(=O)CC32)cc1OC (centres undefined),-3.5%,-10.1%
Cc1ccc(N2C(=O)C3C4C=CC(O4)C3C2=O)c(C)c1 (centres undefined),-3.1%,2.2%
COCC(=O)Nc1nc2ccc(S(C)(=O)=O)cc2s1,-1.1%,-4.1%
Cc1cc(C)nc(SCc2ccccc2Cl)n1,6.2%,0.8%
CCOc1ccc2nc(Nc3nc4c(c(=O)[nH]3)CCC4)nc(C)c2c1,12.7%,36.8µM*
CCc1c(O)nc2n(c1=O)CCCS2,1.3%,-11.4%
O=C(c1cccs1)c1coc2ccc(O)cc12,-3.8%,.
N#CCc1nc(CSc2nc3ccccc3o2)cs1,-2.3%,-10.1%
O=C(CN1CCN(c2ccccc2F)CC1)c1ccc2cc[nH]c2c1,0.8%,-6.5%
O=C(O)c1ccc2c(c1)C(=O)N(c1cccc(C(F)(F)F)c1)C2=O,2.8%,3.0%
O=C1CCCN1CCCN1C(=O)N[C@@H](Cc2ccccc2)C1=O,-2.8%,-5.4%
CCOC(=O)/C(C#N)=C\c1ccc(F)cc1,5.6%,-0.2%
COc1ccc(CCNc2ncnc3nc[nH]c23)cc1OC,2.5%,0.6%
CCC1(CC)C(=O)C(C)(C)C(=O)OC1c1cccs1 (centres undefined),3.7%,-0.7%
O=C(Nc1ccc(/C=C/c2ccccc2)cc1)c1ccccc1[N+](=O)[O-],2.4%,1.4%
Cc1ccc(N2C(=O)C(Cl)=C(NCCO)C2=O)c(C)c1,-1.9%&3.1%,-12.0%&2.0%
Cn1c(CNc2ccc(Cl)cc2)nnc1SCc1ccccc1,5.5%,-9.1%
O=C(c1ccccc1Cl)N1CCN(c2ccccn2)CC1,-6.1%&-2.3%,-13.7%&3.9%
Cc1cc(C)n2cc(CSc3nnnn3-c3ccccc3C)nc2n1,0.8%,-9.9%
Cc1ccc(C(=O)N(C)C2CCCCC2)cc1[N+](=O)[O-],1.1%,2.0%

Carrying on:
SMILES,Hsp70 inhibitors,Rat MKP-3 inhibitors
CCC1S/C(=C(\C#N)C(=O)NCc2ccco2)N(c2ccc(Br)cc2)C1=O (centres undefined),-2.4%,-8.8%
CC(=C\c1ccccc1)/C=C1/SC(=S)N(c2cccc(F)c2)C1=O,0.6%,-1.7%
O=C(CCc1ccc(S(=O)(=O)NCc2ccccc2)cc1)NCc1ccc2c(c1)OCO2,-1.8%,.
CC(C)C1=C2OC(N)=C(C#N)C(C#N)=C2C(C)CC1 (centres undefined),7.9%,-2.5%
CCOC(=O)c1[nH]c2ccc(F)cc2c1NC(=O)C(C)N1CCc2cc(OC)c(OC)cc2C1 (centres undefined),1.1%,1.9%
N#Cc1c(-c2ccccc2)nc2n(c1=O)CCS2,6.7%,.
CC1=C(C(=O)NCCN2CCN(C)CC2)C2(CCC(C)CC2)OC1=O (centres undefined),3.6%,-5.0%
Cc1ccc(S(=O)(=O)Cc2ccc(C(=O)N3CCCCCC3)o2)cc1,2.5%,-6.3%
COc1ccc(N2Cc3ccc(C(=O)N/N=C\c4ccc(Br)cc4)cc3C2)cc1,1.9%,7.4%
Cc1ccc(C(=O)CSc2nc3ccccc3c(=O)n2N)o1,3.0%,-2.1%

Part of the list above in another layout.
Values run as follows: Hsp70 inhibitors	Rat MKP-3 inhibitors
Cc1ccc(C(=O)CSc2nc3ccccc3c(=O)n2N)o1
    3.0%	-2.1%
CCOC(=O)c1[nH]c2ccc(F)cc2c1NC(=O)C(C)N1CCc2cc(OC)c(OC)cc2C1 (centres undefined)
    1.1%	1.9%
N#Cc1c(-c2ccccc2)nc2n(c1=O)CCS2
    6.7%	.
CC(=C\c1ccccc1)/C=C1/SC(=S)N(c2cccc(F)c2)C1=O
    0.6%	-1.7%
CCC1S/C(=C(\C#N)C(=O)NCc2ccco2)N(c2ccc(Br)cc2)C1=O (centres undefined)
    -2.4%	-8.8%

Not all compounds are listed (hit frequency here may not be typical).
